WRN inhibitor = qHTS for Inhibitors of WRN Helicase. hit rate 0.46% among 360,000. WRN helicase unwinding, fluorescent forked duplex, kinetic. Bifunctional 3'-5' exonuclease/ATP-dependent helicase WRN (Homo sapiens), Q14191. Potency, µM (highest dose often 114 µM), for inactives: top-dose activity change, negative = inhibition, actives largely listed as inhibitors. AID 651768, 2012; note: potency is the fitted concentration of half-maximal effect; % is set by controls: 0 for no effect and ±100 for the full control effect; nearly all actives have a fitted effect of over 55% in size
Target sequence (Q14191 whole entry, looked up): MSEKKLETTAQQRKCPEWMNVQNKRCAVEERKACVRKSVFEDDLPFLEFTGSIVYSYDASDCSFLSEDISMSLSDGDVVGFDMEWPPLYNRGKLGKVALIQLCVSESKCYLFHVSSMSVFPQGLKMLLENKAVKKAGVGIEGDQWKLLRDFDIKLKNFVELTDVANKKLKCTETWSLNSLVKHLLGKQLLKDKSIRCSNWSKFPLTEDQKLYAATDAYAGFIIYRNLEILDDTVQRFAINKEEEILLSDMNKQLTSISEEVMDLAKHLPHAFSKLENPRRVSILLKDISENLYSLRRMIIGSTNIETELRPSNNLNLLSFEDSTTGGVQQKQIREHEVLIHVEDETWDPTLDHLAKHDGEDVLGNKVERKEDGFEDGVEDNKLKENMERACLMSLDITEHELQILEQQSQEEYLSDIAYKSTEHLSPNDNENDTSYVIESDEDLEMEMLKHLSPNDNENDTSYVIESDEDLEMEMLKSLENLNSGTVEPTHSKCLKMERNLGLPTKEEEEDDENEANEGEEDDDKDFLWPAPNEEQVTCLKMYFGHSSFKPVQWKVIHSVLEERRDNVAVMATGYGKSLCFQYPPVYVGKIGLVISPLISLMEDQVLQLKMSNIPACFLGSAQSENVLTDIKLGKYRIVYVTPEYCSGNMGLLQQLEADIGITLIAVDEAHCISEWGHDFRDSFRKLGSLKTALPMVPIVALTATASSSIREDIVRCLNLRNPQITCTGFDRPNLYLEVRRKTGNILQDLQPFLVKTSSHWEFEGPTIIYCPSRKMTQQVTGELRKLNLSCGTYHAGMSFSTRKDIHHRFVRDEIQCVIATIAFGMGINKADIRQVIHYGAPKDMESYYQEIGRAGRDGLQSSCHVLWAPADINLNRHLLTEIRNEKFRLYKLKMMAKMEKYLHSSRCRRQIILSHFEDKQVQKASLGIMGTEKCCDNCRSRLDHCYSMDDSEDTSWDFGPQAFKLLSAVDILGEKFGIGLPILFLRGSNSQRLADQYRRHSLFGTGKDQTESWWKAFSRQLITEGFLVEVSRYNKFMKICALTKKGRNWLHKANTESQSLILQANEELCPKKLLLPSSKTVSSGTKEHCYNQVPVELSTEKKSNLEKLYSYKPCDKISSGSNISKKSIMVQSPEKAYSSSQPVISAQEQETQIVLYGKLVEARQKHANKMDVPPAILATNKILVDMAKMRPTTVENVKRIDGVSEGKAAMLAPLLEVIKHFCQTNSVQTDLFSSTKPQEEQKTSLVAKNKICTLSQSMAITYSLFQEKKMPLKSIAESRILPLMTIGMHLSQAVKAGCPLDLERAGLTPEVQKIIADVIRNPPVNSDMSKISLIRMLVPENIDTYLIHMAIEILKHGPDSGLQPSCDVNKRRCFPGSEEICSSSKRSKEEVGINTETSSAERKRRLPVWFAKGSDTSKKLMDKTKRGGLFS
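Primary qHTS, 1536-well format. 20 nM WRN + compound, 15 min RT; start with 100 nM forked fluorophore/quencher duplex, 2 mM ATP (final); kinetic read ex 525/em 598 nm.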
PLK1 PBD inh = qHTS for Inhibitors of PLK1-PDB (polo-like kinase 1 - polo-box domain): Primary Screen; Serine/threonine-protein kinase PLK1 (Homo sapiens), P53350; Plk1 PBD binding of FITC phosphopeptide, fluorescence polarization; Potency, µM, for inactives: max response, negative = inhibition, hits mostly inhibitors; hit rate 2.8% among 360,000; AID 720504, 2013; note: potency is the fitted concentration of half-maximal effect; series mostly up to about 57 µM; % is set by controls: 0 for no effect and ±100 for the full control effect; nearly all actives have a fitted effect of over 65% in size
MmCpn inh = Inhibitors of TCP-1 ring complex (TRiC) of Methanococcus maripaludis (MmCpn): qHTS; Chaperonin Mm-Cpn (Methanococcus maripaludis); purified Mm-Cpn ATPase, ADP Transcreener TR-FRET; Potency, µM (top dose mostly 76.9 µM), for inactives: top-dose activity, negative = inhibition, usual class: inhibitors; hit rate 0.031% among 330,000; note: potency is the fitted concentration of half-maximal effect; % is set by controls: 0 for no effect and ±100 for the full control effect; nearly all actives have a fitted effect of over 80% in size
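25 nM Mm-CPN + cpd, 10 min 37°C; + 10 uM ATP, 30 min 37°C; buffer 30 mM Tris pH 7.4, 100 mM KCl, 5 mM MgCl2, 1 mM DTT; Transcreener ADP HTRF detection 30 min RT.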
EPAC1 agonist = qHTS for Agonist of cAMP-regulated guanine nucleotide exchange factor 3 (EPAC1): primary screen; hit rate 0.073% among 360,000; EPAC1 agonist qHTS, biochemical assay; response scale: 100% = response to 6.5 mM cAMP; AID 720707, 2013; Potency, µM (series often up to 154 µM), for the others: at the top dose activation, usual class: activators; Rap guanine nucleotide exchange factor 3 (Homo sapiens), O95398; note: potency is the fitted concentration of half-maximal effect; nearly all actives have a fitted effect of over 60% in size
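Compounds were pinned as a concentration titration into mixtures of EPAC1 (100 nM), BODIPY-GDP-loaded Rap1B (250 nM) and GDP (50 uM). After 5 min at room temperature, fluorescence was followed for 30 min; activity was scaled to 6.5 mM cAMP.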
EPAC2 antagonist = qHTS for Antagonist of cAMP-regulated guanine nucleotide exchange factor 2 (EPAC2): primary screen; hit rate 0.18% among 360,000; AID 720708, 2013; Rap guanine nucleotide exchange factor 4 (Homo sapiens), Q8WZA2; EPAC2 GEF exchange of Rap1B-BODIPY-GDP, fluorescence; Potency, µM (top dose mostly 114 µM), inactives show at the highest dose activity, negative = inhibition, usual class: inhibitors; note: potency is the fitted concentration of half-maximal effect; % is set by controls: 0 for no effect and ±100 for the full control effect; nearly all actives have a fitted effect of over 45% in size; many of its hits are not listed in these tables
EPAC1 antag = qHTS for Antagonist of cAMP-regulated guanine nucleotide exchange factor 3 (EPAC1): primary screen; Potency, µM (titrated, usually from 115 µM), for the others: top-dose activity change, negative = inhibition, actives largely listed as inhibitors; hit rate 0.14% among 360,000; AID 720709, 2013; Rap guanine nucleotide exchange factor 3 (Homo sapiens), O95398; EPAC1 GEF assay, Rap1b-BODIPY-GDP exchange fluorescence;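 note: potency is the fitted concentration of half-maximal effect; plate controls were vehicle for no effect and positive control for full effect; nearly all actives have a fitted effect of over 50% in size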
PI5P4Ka inh = qHTS for Inhibitors of phosphatidylinositol 5-phosphate 4-kinase (PI5P4K); hit rate 1.2% among 330,000; PI5P4Kalpha enzyme, ADP-Glo luminescence, 60 min; stronger effect = lower value; Phosphatidylinositol 5-phosphate 4-kinase type-2 alpha (Homo sapiens), P48426; max response, %; AID 652105, 2013; active = max response of -50% or lower; inconclusive = between -30% and -50%; inactive = -30% or higher; note: value at the top dose of about 77 µM; % is set by controls: 0 for no effect and ±100 for the full control effect
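Controls without substrate or without enzyme flank wells where PI5P4Kalpha converts substrate using 5 microM ATP (final). Incubation lasts 60 minutes at room temperature; ADP formed is read by ADP-Glo luminescence.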
CCT modulator = High-Throughput Screening for Modulators of Cytosolic Chaperonin Activity | purified chaperonin ATPase assay, HTRF ADP detection, 30 min | AID 651819, 2012 | hit rate 0.3% among 360,000 | activity change, % (test concentration not listed), hits read low; in the data active = activity change below about -30%; note: % is set by controls: 0 for no effect and ±100 for the full control effect
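We incubate TRiC, 40 or 20 nM final, with library compounds at 76 uM and 10 uM ATP for 30 min at 37 °C. ADP formed is detected with Transcreener HTRF reagents after 30 min at room temperature.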
* hit, by the source's call; u = inconclusive; x = no result given; [ ] = dose if it differs, or a comment. Unless noted, calls come from the whole dose curve; as a rule, active = well fitted curve in the direction sought with a large enough effect; inconclusive = small, poorly fitted or top-dose-only effect, or another doubt; inactive = no such curve, though single readings can be large; an effect the other way counts as inactive or inconclusive. These rows are one share of the data. The share of hits here may be higher or lower than overall.

mol	WRN inhibitor	PLK1 PBD inh	MmCpn inh	EPAC1 agonist	EPAC2 antagonist	EPAC1 antag	PI5P4Ka inh	CCT modulator
Cc1ccc(S(=O)(=O)N2CCCCC2)cc1NC(=O)COC(=O)CNC(=O)c1cc(Cl)cc([N+](=O)[O-])c1	-2%	4%	2%	1%	-2%	12%	-13	1.3
CCOC(=O)C(C#N)=CN1CCNc2ccccc21	-7%	6%	x	3%	-7%	6%	-4	1.2
O=C(COC(=O)c1cnccn1)NC1CCCc2ccccc21 (stereo not given)	5%	5%	0%	-11%	-2%	16%	-5	-1.6
CCOC(=O)C1=C(C)Nc2ccccc2N=C1NC(=O)Cc1ccc(Br)cc1	-7%	-5%	1%	-5%	-24%	-14%	4	0.9
Cc1ccc(OCC(=O)Nc2ccc(S(=O)(=O)N3CCOCC3)cc2)c(C)c1	-4%	-1%	4%	11%	-20%	-9%	1	-0.7
COc1ccc(Cl)cc1NC(=O)CN1C(=O)C(=O)N(C2CCCC2)C1=O	6%	-6%	x	-8%	-12%	-3%	-4	-3.3
COc1ccc(CCNC(=O)c2ccc(OCC(=O)N3CCOCC3)c(OC)c2)cc1	12%	-6%	0%	3%	4%	10%	4	-0.1
COc1ccc(CCC(=O)Nc2ccc3c(c2)OCCO3)cc1	-4%	-3%	0%	4%	5%	5%	0	-4.0
O=C(Nc1cccc(NC(=O)c2ccco2)c1)c1cnccn1	5%	2%	1%	-5%	2%	10%	-1	-1.0
CCN1CN(Cc2ccccc2)CNC1=S	-21%	4%	1%	0%	21%	7%	13	1.8
CNC(=O)c1cc(C(=O)c2ccc(C(F)(F)F)cc2)c[nH]1	-11%	-7%	-3%	-8%	2%	29%	3	1.6
COc1ccc(CCNC(=O)CCNC(=O)c2ccccc2Cl)cc1	8%	-4%	0%	0%	-8%	-17%	19	2.1
COc1cc(C(=O)NC(=S)N(CCC#N)Cc2cccnc2)cc(OC)c1OC	1%	2%	0%	-12%	12%	3%	5	0.4
COC(=O)C(Cc1ccccc1)NC(=O)CNC(=O)c1sc2ccccc2c1Cl (stereo not given)	1%	-1%	-8%	7%	-8%	-12%	-2	-13
COc1cc(S(=O)(=O)Nc2cc(C)cc(C)c2)ccc1F	-28%	-4%	3%	-9%	-18%	-6%	27	-1.1
COC(=O)c1cc(=O)nc2sc(-c3ccc(F)cc3)nn12	-12%	6.7µM*	-3%	1%	21%	18%	x	-2.6
CC(Oc1ccc2c(-c3ccccc3)cc(=O)oc2c1)C(=O)NC(Cc1c[nH]c2ccccc12)C(=O)O (stereo not given)	-11%	-14%	-1%	0%	u	-2%	-18	-2.4
COc1cc(C)cc(CN2CCC(Cc3ccccc3)CC2)c1O	1%[57.1 µM]	-12%	2%	-1%	-14%	-23%	-2	0.0
CCc1ccc(OCC(O)CN2CCN(CCO)CC2)cc1 (stereo not given)	-21%	-5%	-2%	4%	-1%	-5%	-5	-5.4
COc1ccccc1NC(=O)C1CCN(S(C)(=O)=O)CC1	1%	-8%	1%	7%	0%	7%	3	-1.4
Cc1ccc(CNC(=O)CSc2nnnn2C)cc1	10%	-6%	1%	-9%	9%	3%	2	2.2
CC(C)(C)C(=O)NN=C1CCC(c2ccccc2)CC1 (stereo not given)	-4%	0%	-1%	-1%	-5%	10%	6	0.2
O=C1CCCC2=C1Sc1ccccc1N2	0%	-21%	-14%	11%	-5%	18%	-1	0.8
CN1CCN(C(=O)c2cc3c(c(-c4cccc(C#CC(C)(C)O)c4)n2)[C@H](CCO)N(S(=O)C(C)(C)C)C3)CC1 (stereo not given in full)	-4%	-14%	x	5%	-2%	-4%	-18	1.1
COc1cc(OC)cc(C(=O)Nc2ccc3c(c2)CCCN3C(=O)c2cccs2)c1	-11%	-7%	2%	23%	-5%	-4%	12	-3.1
O=C(NC1CCCC1)C1CCCN(C(=O)Nc2ccccc2)C1 (stereo not given)	5%	0%	1%	6%	5%	-15%	-1	0.1
S=C(Nc1ccccc1)N1CCCCC1	-18%	-9%	0%	10%	-13%	-13%	x	-1.2
CCOC(=O)Cc1csc(NC(=O)CSc2nc(=O)[nH]c3c2CCC3)n1	-1%	1%	-1%	-5%	24%	10%	-1	1.8
Cc1ccc(CN2CCN(C(=O)C3CCCO3)CC2)cc1 (stereo not given)	0%	-1%	-2%	4%	-2%	3%	x	-1.6
Cn1cc(C(=O)C(=O)N2CCN(c3ccccc3)CC2)c2ccccc21	-26%	-13%	0%	9%	0%	-12%	0	-2.7
CC(=O)Nc1cccc(-c2csc(Nc3ccccn3)n2)c1	-26%	-1%	-2%	1%	-2%	-19%	x	0.8
CCSc1nnc(NC(=O)C(C)(C)C)s1	5%	-7%	1%	2%	-4%	1%	-5	0.6
Cc1ccc(C(C)(C)C)c(OCCOCCN2CCCC2)c1	10%	4%	0%	-14%	10%	8%	-4	-5.3
COn1c(-c2ccccc2)nc2ncccc21	10%	-10%	-2%	10%	6%	15%	0	0.3
O=c1c2ccccc2c2ccccc2c(=O)n1-c1ccccc1	9%	u	-1%	2%	-15%	1%	0	0.4
COc1ccc(Cn2c(=S)[nH]c3cc(OC)c(OC)cc3c2=O)cc1	-8%	-10%	-5%	2%	u	u	2	-1.1
CN(C)C(=O)N1CCN(c2nc(-c3ccccc3)cs2)CC1	-7%	-13%	u	11%	-16%	14%	-2	-2.7
O=C(c1ccccc1-c1ncc[nH]1)N1CCc2c([nH]c3ccccc23)C1c1ccccn1 (stereo not given)	0%	-10%	1%	2%	-12%	-14%	0	1.1
Cc1cccc(OCCOCCSc2ncccn2)c1	-5%	1%	1%	4%	2%	4%	-6	-1.2
CCOc1ccc(CCN2C(=O)c3cccnc3C2=O)cc1OCC	1%	-7%	1%	-6%	15%	8%	-1	0.9
Cc1ccc(NC2(C#N)C(=O)Nc3ccccc32)cc1 (stereo not given)	2%	-6%	2%	8%	8%	6%	-2	-3.7
CC(C)(C)c1cc(C(=S)N2CCCC2)cc(C(C)(C)C)c1O	0%	30µM*	-6%	5%	-4%	-18%	2	-1.4
CCc1ccc(NC(=S)N(CCN2CCOCC2)Cc2ccccc2F)cc1	-5%	-4%	-5%	14%	-17%	0%	1	1.1
CSc1oc(-c2ccco2)nc1S(=O)(=O)c1ccc(Br)cc1	-16%	-16%	-10%	6%	-11%	-22%	-15	-4.2
CC1(C)Cc2nc3nc(SCC(=O)NCCc4ccccc4)n(-c4ccccc4)c(=O)c3cc2CO1	0%	3%	1%	5%	-1%	-5%	x	-0.6
O=C(O)c1ccc(Cl)c(S(=O)(=O)N(Cc2ccccc2)c2ccccc2)c1	-5%	-9%	0%	4%	-17%	6%	0	-0.6
CCOC(=O)C1=C(COC(=O)/C=C/c2ccc(C)o2)NC(=O)NC1C (stereo not given)	-5%	-27%	0%	8%	-3%	13%	-7	-0.5
Cc1cc(OCC(=O)OCC(=O)NCc2ccco2)ccc1Cl	3%	1%	1%	-2%	-4%	5%	-3	-0.7
COC(=O)CCc1c(C)[nH]c(C(=O)OCc2ccccc2)c1C	-11%	-9%	2%	8%	-8%	-10%	0	-5.3
O=CN1CC(=O)N(c2ccccc2)c2c([nH]c3ccccc23)C1	12%	-1%	4%	-5%	14%[57.1 µM]	18%	0	-0.8
Cc1c(Cl)cccc1NC(=O)Nc1cnccn1	18%	-2%	3%	1%	-3%	2%	4	-0.7
CCC(c1nnnn1Cc1ccccc1)N1CCN(C(=O)c2ccco2)CC1 (stereo not given)	-1%	-5%	-2%	-4%	-1%	10%	-2	0.9
Cc1ccc(/C=N/NC(=O)c2ccco2)s1	3%	-10%	-2%	4%	-1%	-16%	4	1.5
O=C(CCn1nnc2ccccc2c1=O)N[C@@H](Cc1ccccc1)C(=O)O	2%	-7%	1%	0%	0%	-1%	x	-0.3
O=C(NCC1CCCO1)c1cnn2c1NC(c1ccccc1)CC2C(F)(F)F (stereo not given)	-8%	0%	-1%	5%	-3%	4%	x	-1.5
COCCCN(C(=O)CC1OC(=O)c2ccccc21)c1c(N)n(Cc2ccccc2)c(=O)[nH]c1=O (stereo not given)	-23%	0%	0%	-2%	17%	11%	4	0.6
CC1(Oc2ccc(Cl)cc2)CCN(Cc2ccc(-c3ccccn3)cc2)C1 (stereo not given)	-2%	6%	x	-5%	13%	-11%	15	-1.8
CC(=O)N1CCN(S(=O)(=O)c2cccc(C(=O)Nc3ccc4c(c3)OCO4)c2)CC1	-4%	-17%	0%	5%	-1%	-23%	-30	-3.5
COC(=O)c1cc([N+](=O)[O-])c(-n2cncn2)c([N+](=O)[O-])c1	3%	u	-6%	3%	-4%	-22%	-19	-1.2
CCCNC(=O)c1cc(S(=O)(=O)N2CCc3ccccc32)cn1C	-1%	2%	-3%	-11%	-10%	13%	0	-0.2
CCOC(=O)c1ccc(NC(=S)N2CCCC(C)C2)cc1 (stereo not given)	-25%	-5%	1%	-2%	-5%	-10%	1	-0.9
O=C1/C(=C/c2ccco2)N=C(N2CCCCC2)N1c1ccccc1	u	-1%	1%	10%	3%	10%	2	-0.4
CCOCCn1c(SC)nc2c1c(=O)[nH]c(=O)n2C	-1%	24µM*	-4%	-7%	-3%	3%	-19	-0.8
